NTR1 agonist: NTR1-driven beta-arrestin-GFP spot formation – imaging, U2OS cells, high content, primary screen (AID 493036); P30989; agonist mode; activation, % at 20 µM; 330,000 tested, 0.17% active;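 active = activation at or above 40% of the spot to cytoplasm intensity ratio, with at least 20 cells analyzed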;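 also: 0% = DMSO without peptide and 100% = 100 nM NTR1 peptide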
Target sequence (P30989 whole entry, looked up): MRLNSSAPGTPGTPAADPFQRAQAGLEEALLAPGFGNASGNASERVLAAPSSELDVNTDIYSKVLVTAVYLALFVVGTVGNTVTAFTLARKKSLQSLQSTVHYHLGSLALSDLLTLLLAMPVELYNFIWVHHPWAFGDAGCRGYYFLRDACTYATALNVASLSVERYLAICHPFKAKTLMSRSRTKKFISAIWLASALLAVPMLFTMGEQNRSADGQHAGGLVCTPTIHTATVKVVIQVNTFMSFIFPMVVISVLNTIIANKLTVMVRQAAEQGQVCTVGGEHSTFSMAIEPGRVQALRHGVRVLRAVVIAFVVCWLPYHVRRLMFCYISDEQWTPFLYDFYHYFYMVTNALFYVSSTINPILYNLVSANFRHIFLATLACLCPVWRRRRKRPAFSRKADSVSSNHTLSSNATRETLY
HIV peptide binding: inhibitors of HIV fusion peptide binding, primary screen, biochemical, uHTS, fluorescence dequenching (AID 1986); 290,000 tested, 0.3% active; inhibition, % at 20 µM, or IC50 in µM where a hit was titrated; cell-free peptide binding, fluorescence dequenching, 30 min; higher % means a stronger effect; in the data active = inhibition mostly above about 52%, no sharp cut-off; inactive = mostly below about 76%; also: some results filed as inactive read as strong as hits
SIAH1 antagonists: Siah-1 peptide-binding antagonists, primary screen, biochemical, fluorescence polarization, rhodamine-plectin, uHTS (AID 1817) | Siah-1 / rhodamine-plectin peptide fluorescence polarization; higher % means a stronger effect | displacement, % at 20 µM; hits with a dose series show IC50 in µM | 290,000 tested, 0.02% active;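 active = displacement of at least 50% at 20 µM, with a fluorescence ratio check between 0.3 and a set limit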;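 also: plate controls were Siah plus tracer with DMSO for no effect and tracer alone without Siah for full effect; strong numbers were not always called active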
GPR55 LPI antagonism: inhibition of LPI-stimulated GPR55 beta-arrestin translocation – imaging, U2OS, beta-arrestin-GFP, LPI agonist, primary screen (AID 2013) | 290,000 tested, 0.13% active | U2OS GPR55 beta-arrestin-GFP translocation imaging, LPI antagonism; higher % means a stronger effect | inhibition, % at 10 µM; hits with a dose series show IC50 in µM;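 active = spots per cell inhibited over 60%, with over 100 cells counted and total cytoplasm intensity under 500,000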;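 also: U2OS cells stably carrying GPR55 and arrestin-GFP stimulated by 5 µM LPI near EC80; imaged beta-arrestin-GFP aggregate spots per cell after agonist stimulation; plate controls were LPI-stimulated DMSO wells for no effect and DMSO wells without LPI for full effect; some results filed as inactive read as strong as hits; confirmed hits need IC50 under 10 µM and bright autofluorescent wells are also inconclusive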
AID2073: disruptors of CaV2.2 binding to Mint1 – biochemical, HTRF (AID 2073). 290,000 tested, 0.19% active. one-dose inhibition, % at 20 µM; IC50 in µM for titrated hits. HTRF protein-protein interaction, Mint1-CaV2.2; higher % means a stronger effect; in the data active = inhibition mostly above about 51%, no sharp cut-off; also: some results filed as inactive read as strong as hits
GPR35 arrestin U2OS: inhibition of zaprinast-stimulated GPR35 beta-arrestin translocation – imaging, U2OS, beta-arrestin-GFP, zaprinast agonist, primary screen (AID 2058) | U2OS GPR35 beta-arrestin-GFP translocation imaging, zaprinast antagonism; higher % means a stronger effect | inhibition, % at 10 µM, or IC50 in µM where a hit was titrated | 290,000 tested, 0.052% active;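 active = inhibition of at least 50% with at least 30 cells and total cytoplasm GFP at most 10,000,000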
GPR55 activation: GPR55 agonists via beta-arrestin recruitment, primary screen, imaging, U2OS cells, beta-arrestin-GFP redistribution (AID 1961); U2OS GPR55 beta-arrestin-GFP redistribution imaging; higher % means a stronger effect; activation, % at 10 µM, or EC50 in µM where a hit was titrated; 290,000 tested, 0.048% active;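 active = activation above 40% with more than 50 cells counted in the well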;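 also: U2OS osteosarcoma cells stably expressing GPR55 and beta-arrestin-GFP; plate controls were DMSO negative control for no effect and LPI positive control for full effect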
K1F lysis inhibition: protection from phage-mediated lysis, alamar blue read-out – E. coli UTI89, K1F phage, bacterial capsule biogenesis inhibitors (AID 488966) | E. coli UTI89 K1F phage lysis, alamar blue, 2 h; higher % means a stronger effect | inhibition, % at 100 µM; hits with a dose series show IC50 in µM | 340,000 tested, 0.02% active;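 active = phage lysis inhibition, versus mean bacterial control, above a set limit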;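 also: capsule biogenesis inhibitors block K1F phage lysis so surviving cells raise fluorescence; higher fluorescence means more inhibition of phage lysis; actives were called in the ten point dose series up to 300 µM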
Dengue-2 NS5 capping: Dengue-2 NS5 methyltransferase inhibitors, primary screen, biochemical, confirmation dose response (AID 588689); Dengue-2 NS5 methyltransferase capping enzyme assay, biochemical; higher % means a stronger effect; inhibition, % at 25 µM, or IC50 in µM where a hit was titrated; 340,000 tested, 0.3% active; in the data active = a potency from the dose series
NTR1 agonist cell count 20 µM: also measured in NTR1 agonist; calls as there; cell count; measured here: cell count, cytotoxicity flag
Dengue-2 NS5 capping pilot replicate: recorded beside Dengue-2 NS5 capping, whose call it bears; inhibition, %; measured here: pilot screen replicate inhibition
* marks the source's active call; other numbers are inactive results; nt = no result given; [ ] = another dose, or the depositor's remark.

SMILES | NTR1 agonist | NTR1 agonist cell count 20 µM | HIV peptide binding | SIAH1 antagonists | GPR55 LPI antagonism | AID2073 | GPR35 arrestin U2OS | GPR55 activation | K1F lysis inhibition | Dengue-2 NS5 capping | others
O=C(CSc1nc(O)c(Cc2ccccc2)c(=O)[nH]1)Nc1nnc(SCc2ccccc2)s1 | 2.2 | 36 | 22% | -7% | 6% | 25% | -10% | 0.3% | -4.2% | 43µM*
Cn1cc(C(=O)NC2CCCCC2)c(=O)c2cc(S(=O)(=O)N3CCOCC3)ccc21 | -0.1 | 64 | 0.7% | 14% | 11% | 9% | 12% | -0.1% | 0.4% | -7%
CCOC(=O)COc1ccccc1C1Nc2ccccc2C(=O)N1c1cccc(Cl)c1 (stereo unspecified) | 5.8 | 56 | 2.8% | 2% | 34% | 35% | 3% | 0.7% | 1.9%[50 µM] | -6%
CCn1cc(/C=N/NC(=O)c2cc3c(ccc4ccccc43)o2)c2ccccc21 | 2.8 | 51 | 0.3% | 1% | 4% | 43% | -8% | -0.1% | -0.1% | 0%
Cc1ccccc1NS(=O)(=O)c1ccc(NC(=O)N2CCCCC2)cc1 | -0.6 | 56 | 2.3% | 2% | -3% | 1% | -3% | -0.2% | -0.4%[50 µM] | -3%
N#CCCN/N=C(/Cc1nc2ccccc2[nH]1)c1cccc(Cl)c1 | 1.9 | 36 | 14% | -2% | 6% | 11% | 4% | 0.2% | 0.1% | 0%
COc1ccc(C2NC3=C(CCC3)C3(C#N)C(OC)(OC)N=C(N)C23C#N)cc1 (stereo unspecified) | -1.0 | 64 | 5.3% | -3% | 9% | -2% | -6% | -0.3% | 5.0% | -4%
O=C(Nc1nnc(-c2ccncc2)s1)Nc1ccccc1F | 0.9 | 93 | 8.9% | 17% | 11% | -15% | 13% | 1.1% | -1.1% | -1%
COc1cc(C(=S)N2CCOCC2)cc(OC)c1OC(=O)c1ccc([N+](=O)[O-])cc1[N+](=O)[O-] | 5.6 | 58 | -1.6% | -2% | 5% | -8% | -12% | 0.4% | 0.0% | nt
O=C1c2cccnc2C(=O)N1Cc1ccc(S(=O)(=O)NCc2ccco2)s1 | -0.9 | 60 | -2.3% | -5% | 12% | 15% | 9% | 0.6% | 0.3% | 2%
CC(=O)Nc1cccc(NC(=O)CCn2cnc3cc(C)c(C)cc32)c1 | -0.8 | 84 | -0.4% | -1% | -1% | -5% | -8% | -0.1% | -0.3% | -4% | Dengue-2 NS5 capping pilot replicate=-3.3
O=[N+]([O-])CC(c1ccc(F)cc1)c1c[nH]c2ccccc12 (stereo unspecified) | 0.8 | 84 | -0.5% | 4% | -7% | 0% | -9% | -0.1% | -0.8%[50 µM] | -1%
O=C(O)C1CCCN(S(=O)(=O)c2ccc(F)cc2)C1 (stereo unspecified) | -0.4 | 53 | -2.1% | 2% | -1% | -1% | 14% | -0.2% | 0.5% | 3%
CNc1nc(NCCOC23CC4CC(CC(C4)C2)C3)nc(OCC(F)(F)F)n1 | 2.8 | 46 | 0.7% | 0% | 2% | -7% | 17% | -0.3% | 0.5% | 1%
O=C(CN1CCN(c2cccc(Cl)c2)CC1)Nc1ccc(S(=O)(=O)N2CCOCC2)cc1 | 1.5 | 57 | -1.0% | -8% | 3% | 10% | 16% | 0.3% | 0.2% | -9%
O=C(c1cc([N+](=O)[O-])ccc1N1CCN(S(=O)(=O)c2ccc(Cl)c(Cl)c2)CC1)N1CCOCC1 | 0.9 | 57 | 2.7% | -3% | 9% | 3% | 3% | 0.2% | 2.0% | -1%
CCOCCCNC(=O)c1ccc(Br)cc1 | -1.1 | 62 | 0.0% | -1% | 18% | 8% | 14% | 0.6% | 2.7% | 2%
CCOC(=O)C1CCN(c2ncnc3c2oc2ccccc23)CC1 | 1.9 | 39 | -4.6% | 3% | -13% | 0% | 4% | -0.1% | 0.0% | 1%
CC(CN1CCCCC1)OC(=O)c1ccc(Cl)cc1 (stereo unspecified) | -0.6 | 34 | 18% | 8% | 4% | -9% | 2% | 0.3% | 0.0% | 5%
FC(F)(F)c1ccccc1-n1c(CN2CCCCC2)n[nH]c1=S | 0.0 | 62 | 1.1% | 4% | 9% | -42% | 12% | -0.1% | 2.7%[50 µM] | -10%
c1ccc2c(c1)[nH]c1c(N3CCOCC3)ncnc12 | 0.9 | 41 | 2.3% | -2% | -8% | 13% | 16% | 0.6% | 3.9% | 2%
O=C(NCc1ccco1)c1cc2cc3ccc(Cl)cc3nc2o1 | -5.9 | 72 | 0.9% | 2% | -11% | -5% | 6% | 0.2% | -2.0% | -10%
CCCCOc1ccc(C(=O)N(Cc2ccccc2)C2CCS(=O)(=O)C2)cc1 (stereo unspecified) | 2.3 | 66 | -1.3% | 10% | 1% | 22% | -4% | -0.1% | -0.4% | -1%
CN(C)S(=O)(=O)c1ccc(N2CCCC2)c(C(=O)Nc2nc(-c3ccc(F)cc3)cs2)c1 | 1.4 | 57 | -1.6% | 0% | 12% | 16% | -6% | 0.9% | 1.2% | -4%
Cc1ccc(C(C(=O)NC2CCCCC2)N(C(=O)Cc2c[nH]c3ccccc23)c2ccccc2)o1 (stereo unspecified) | 15 | 85 | 0.5% | -4% | -20% | 8% | 7% | -0.3% | -0.7% | 2%

Continuation.
SMILES | NTR1 agonist | NTR1 agonist cell count 20 µM | HIV peptide binding | SIAH1 antagonists | GPR55 LPI antagonism | AID2073 | GPR35 arrestin U2OS | GPR55 activation | K1F lysis inhibition | Dengue-2 NS5 capping | others
Cc1ccc(-c2cc(C(=O)Nc3cccnc3)c3ccccc3n2)s1 | 2.0 | 55 | 0.9% | 0% | 8% | 48% | 2% | -0.1% | -1.0%[50 µM] | -11%
COc1cccc(NC(=O)Cn2cnc3sc(C)c(S(=O)(=O)N4CCCCC4)c3c2=O)c1 | 0.1 | 52 | -1.3% | 0% | -15% | 0% | 1% | -0.1% | 4.0% | 0%
CC(=C/c1ccc(C(C)C)cc1)/C=N/NC(=O)CSc1ccccn1 | 9.9 | 92 | 1.3% | 1% | 8% | 7% | 4% | -0.2% | 0.2% | -7%
Cc1ccnc(NC(=O)CCC(=O)N(CC(=O)NC(C)(C)C)C2CCCC2)c1 | -0.5 | 61 | -0.7% | 2% | 3% | 0% | -23% | 0.2% | 0.1% | nt
CCNS(=O)(=O)c1ccc2c3c(cccc13)C(=O)N2 | 3.1 | 73 | 1.5% | 2% | 14% | 34% | 1% | 0.3% | -0.3% | 0%
O=C(COC(=O)c1cccs1)NCCC1=CCCCC1 | -1.5 | 90 | 0.6% | -5% | 1% | 12% | 24% | -0.2% | 0.3% | -9%
Cc1ccccc1N1CCN(S(=O)(=O)CC23CCC(CC2=O)C3(C)C)CC1 (stereo unspecified) | 2.5 | 70 | -1.5% | -8% | 6% | 6% | 6% | -0.1% | 0.1% | -1%
Cc1nc(SCC(=O)CC(=O)OC(C)C)c(C#N)c(C)c1C | 3.1 | 56 | -0.2% | 2% | 4% | -7% | -5% | -0.2% | -0.2% | 6%
CCOc1ccc(NC(=O)c2c(NC(=O)CN3CCCC3)sc3c2CCC3)cc1 | 6.4 | 52 | 2.2% | -3% | -1% | -2% | -9% | -0.2% | -0.1% | -3%
CCC(=O)N1CCCc2cc(S(=O)(=O)N3CCN(C4CCCCC4)CC3)ccc21 | 2.5 | 70 | 2.1% | 3% | 12% | 17% | 18% | 0.2% | 1.5% | 0%
CCNC(=O)c1c(O)c2ccccc2[nH]c1=O | 0.8 | 56 | 0.7% | -1% | -2% | 4% | -3% | -0.1% | 0.0%[50 µM] | -3%
C(=C\c1ccccc1)/C=N/Nc1nc2ccccc2s1 | 2.9 | 64 | 0.7% | 3% | 3% | 4% | 12% | 0.0% | -0.2% | -3%
CCOc1ccc(-n2c(SCC(=O)Nc3ccc(C(=O)O)cc3)nc3ccccc3c2=O)cc1 | -0.2 | 52 | 2.3% | -3% | 2% | -2% | -7% | 5.5% | 0.1% | 7%
O=C(NCc1ccco1)c1ccc2snnc2c1 | 2.9 | 29 | 2.1% | 5% | 0% | 17% | 11% | 0.3% | 1.1% | -3%
COc1ccc(NC(=O)c2cccc(NC(=O)c3ccccc3)c2)c(OC)c1 | -0.1 | 64 | 1.5% | 9% | 5% | 3% | 14% | -0.4% | 1.4% | 0%
CCn1c(SCC(=O)NCc2cccs2)nnc1-c1cccs1 | 1.1 | 46 | -0.6% | -1% | 16% | 2% | 11% | -0.2% | -3.0% | 2%
O=C(Nc1ccc2ccccc2c1)C(=O)C1C(=O)Nc2ccccc21 (stereo unspecified) | -0.3 | 50 | 4.4% | -5% | -10% | -1% | 14% | -0.2% | nt | nt
COCc1c(C(=O)OC)nnn1-c1ccc(C(F)(F)F)cc1[N+](=O)[O-] | 1.4 | 60 | -1.7% | 0% | 14% | 23% | -14% | 0.0% | 0.5% | -1%
Cc1ccc(CN(C)Cc2cc(=O)oc3cc(C)c(Cl)cc23)cc1 | 5.7 | 91 | -1.0% | -6% | 4% | 13% | 2% | 0.0% | 0.2% | -11%
c1ccc(CSc2snnc2-c2ccccc2)cc1 | 3.6 | 67 | 0.4% | 0% | 8% | 7% | -8% | -0.2% | 0.0% | 10%
Cc1cc(NC(=O)COC(=O)c2n[nH]c3ccccc23)no1 | -1.1 | 95 | 1.6% | 1% | 2% | 6% | 10% | -0.1% | 0.6% | 2%
COc1ccc(/C(N)=N/OC(=O)CC2CCCCC2)cc1OC | 1.9 | 55 | 0.5% | -3% | 18% | 4% | 3% | -0.1% | 2.4%[50 µM] | 0%
CN(C)c1ccc(NS(=O)(=O)c2cc3c4c(c2)CC(=O)N4CCC3)cc1 | -0.7 | 64 | -1.8% | -4% | -2% | -22% | 6% | -0.1% | 0.8% | 5%
COCCCNC(=O)c1cc2c(-c3ccc(Cl)cc3)nn(C)c2s1 | -1.2 | 62 | -2.4% | -1% | -8% | 13% | 3% | -0.2% | 3.0% | -5%
COc1cc(/C=C2/C(=O)ON=C2C)cc(Cl)c1O | 3.5 | 96 | 43% | 8% | 11% | 6% | -3% | 0.5% | 0.6% | -66%
Cc1nc(C)c(C(=O)O)c(-c2cccs2)c1C(=O)O | -0.6 | 50 | 0.5% | 6% | 6% | 4% | -4% | -0.1% | nt | nt
N#CC(c1cccc(C(F)(F)F)c1)(c1ncc(C(F)(F)F)cc1Cl)N1CCOCC1 (stereo unspecified) | 2.1 | 64 | 1.0% | 2% | -11% | 2% | 7% | -0.1% | 5.0% | -1%

Bioassay records: PubChem, several laboratories
